PHOSPHO1 block: PubChem AID 1565; Phosphoethanolamine/phosphocholine phosphatase (Homo sapiens), Q8TCT1; inhibition, % at 13.3 µM; 290,000 tested, 1.1% active; recombinant PHOSPHO1, absorbance phosphatase assay; in the data active means inhibition above about 60%
HCV NS3 hel inh: inhibitors of HCV NS3 helicase, primary screen, biochemical, Cy5 molecular beacon fluorescence; Hepatitis C virus NS3 helicase; NS3 helicase DNA unwinding; inhibition, % at 10.9 µM; 290,000 tested, 0.56% active;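 active means inhibition above the mean of all tested compounds plus 3 SD, set per campaign, cut at about 35% in these data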;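 further: 0% = DMSO wells and 100% = thioflavine S control wells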
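Control set: DMSO versus 110 µM thioflavine S; Material: NS3 helicase fragment of HCV; Measured by: Cy5 fluorescence at 0 and 60 min, beacon hairpin quenching; Read-out basis: percent inhibition from t60/t0 fluorescence ratio; Times: reaction time 60 min, 25 °C; Repeats: single replicate; Compound dosing: single dose, 10.9 µM nominal final, DMSO 0.8% final.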
VIM-2 inh: VIM-2 metallo-beta-lactamase inhibitors, primary screen, biochemical, epi-absorbance readout, Pseudomonas aeruginosa enzyme; 290,000 tested, 0.89% active; inhibition, % at 5.6 µM; purified VIM-2, nitrocefin hydrolysis, epi-absorbance fluorescence;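 active means inhibition above the mean of all tested compounds plus 3 SD, cutoff set per screening run, cut at about 7.5% in these data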;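 further: red hydrolysis product quenches plate fluorescence so inhibitors raise well fluorescence; 0% = enzyme with DMSO and 100% = DMSO without enzyme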
p-CIP stab down: p/CIP-EGFP fusion destabilizers, primary screen, fluorescence, F442A cells | decrease of EGFP signal, % at 10 µM | 16 h | 290,000 tested, 0.01% active | Q05BA5;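 active means EGFP signal decrease of at least 30% at 10 µM or well 3 SD below plate mean, unless failing retest; inactive means the rest, including hits failing retest or dose response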; further: some compounds called inactive have numbers as strong as hits; many of its hits are not listed in these tables
MEKK3 PB1 HTS: modulators of MEKK3-MEK5 PB1 binding, primary screen, biochemical, wildtype MEKK3, multiplex bead flow cytometry, Alexa488-MEK5; bead-based flow cytometry, Alexa488-MEK5 binding to MEKK3; actives lie on both sides; 0 = blocked by unlabeled MEK5, 100 = vehicle; 290,000 tested, 1.4% active; AID 1529, 2009; binding response (% of control), % at 10 µM; Mitogen-activated protein kinase kinase kinase 3 (Homo sapiens), Q99759;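 active means binding response more than 3 SD above or below the average of its plate-row segment, actives on both sides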;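 further: Alexa488 bead fluorescence after subtracting the streptavidin-only scavenger bead signal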
IMP-1 inh: IMP-1 metallo-beta-lactamase inhibitors, primary screen, biochemical, epi-absorbance readout, Pseudomonas aeruginosa enzyme; purified IMP-1, nitrocefin hydrolysis, epi-absorbance fluorescence; 290,000 tested, 0.45% active; inhibition, % at 5.6 µM; AID 1556, 2009;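 active means inhibition above the mean plus 3 SD of all compounds in the same screening run, cut at about 4.5% in these data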;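 further: 0% = IMP-1 with DMSO and 100% = DMSO wells lacking enzyme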
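System: Purified IMP-1 | Read-out basis: Percent enzyme inhibition | Controls: IMP-1 with DMSO as 0%, enzyme-free DMSO as 100% | Replicates: One well per compound | Doses: 5.6 µM nominal single concentration | Detection: Epi-absorbance fluorescence, 480 nm excitation, 530 nm emission | Incubation: 25 °C, 15 min preincubation, 25 min reaction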
UBC9 SUMO inh: inhibitors of in vitro SUMOylation cascade, primary screen, biochemical, HTRF, uHTS | inhibition, % at 35 µM | AID 2006, 2009 | HTRF SUMOylation assay, SAE1/SAE2 + UBC9 | 290,000 tested, 0.36% active | SUMO-conjugating enzyme UBC9 (Homo sapiens), P63279; in the data active means inhibition above about 50%, passing the limit was not always enough; further: strong numbers were not always called active
DNA FID counter: compounds displacing fluorescent DNA intercalator, primary screen, artefact control for HCV NS3 helicase inhibitor project, biochemical, FID fluorescence; inhibition, % at 7.9 µM; DNA fluorescent intercalator displacement; 290,000 tested, 0.17% active; AID 1845, 2009; in the data active means inhibition above about 37%;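 further: 0% = vehicle and 100% = reference compound; higher means more ethidium bromide displaced from hairpin DNA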
IDE act: human IDE activators in live cells, primary screen, fluorescence polarization, HEK cells, FAbeta-B substrate; Insulin-degrading enzyme (Homo sapiens), P14735; FAbeta-B cleavage; 0% vehicle, 100% cell-free pure enzyme wells; activation, % at 5.96 µM; 340,000 tested, 0.073% active;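 active means activation above the mean of all tested compounds plus 3 SD, set per screening campaign, cut at about 17% in these data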
Active calls of the source: *; . = no result given; [ ] = dose if it differs, or a comment. Some of the compounds tested; count on the stated rates, not on these rows.

entry	mol	PHOSPHO1 block	HCV NS3 hel inh	VIM-2 inh	p-CIP stab down	MEKK3 PB1 HTS	IMP-1 inh	UBC9 SUMO inh	DNA FID counter	IDE act
1	COc1ccc(S(=O)(=O)N2CCCC2)c2ccccc12	.	-9	0.3	4	104	-0.5	3	-14	-1
2	COc1ccc(-c2cc(C(=O)Nc3ccc(C)cc3)no2)cc1	1	-4	-2.5	-11	96	-2.1	22	-3	6
3	COc1ccc(C(C(=O)NC2CCCCC2)N(C(=O)c2snc(C(N)=O)c2N)c2ccc(OC)cc2OC)cc1 (configuration not stated)	11	-8	-2.6	6	102	-3.2	-18	-35	0
4	O=C(NCc1ccncc1)C(=O)NCC(c1ccccc1)c1ccccc1	-2	-2	-1.6	-7	100	-1.4	3	-15	.
5	COc1cc(Cl)ccc1OCc1cc(C(=O)N2CCCC(OC)C2)no1 (configuration not stated)	42	5	-2.3	-9	104	-1.1	8	-32	-3
6	Brc1ccc(-c2cnc(-c3cccs3)o2)cc1	2	-11	0.2	0	104	-0.5	8	-3	-6
7	COc1ccc(-c2onc(C)c2C)cc1S(=O)(=O)NCCc1ccco1	28	-21	-1.2	-3	104	-1.8	0	-24	4
8	CCc1ccc(NC2=NCC(c3ccccc3)S2)cc1 (configuration not stated)	53	-40	0.7	-12	110	-1.4	40	13	1
9	CCc1cc(-c2nnc(SCC(=O)NC3CC3)n2C)cs1	38	-1	-1.6	-33	104	-5.7	8	-9	0
10	CCCOc1ccc(/C=N\NC(=O)CCc2n[nH]c(=O)[nH]c2=O)cc1OC	37	4	-1.5	2	101	-3.0	10	-14	-1

Additional compounds.
entry	mol	PHOSPHO1 block	HCV NS3 hel inh	VIM-2 inh	p-CIP stab down	MEKK3 PB1 HTS	IMP-1 inh	UBC9 SUMO inh	DNA FID counter	IDE act
11	COc1cc(OC)c2ccc(=O)oc2c1C(CCN1CCCCC1)c1ccc(N(C)C)cc1 (configuration not stated)	40	.	.	-11	101	.	16	.	-1
12	CCCCCC(=O)NNC(=O)Cc1ccc([N+](=O)[O-])cc1	8	3	-3.7	-1	98	-2.7	-6	-4	2
13	CCCCCC1CC(/C(C)=N/NC(N)=O)OC1=O (configuration not stated)	-9	14	0.1	4	92	-1.4	18	-2	4
14	Cc1ccc2c(c1)cc(CN(Cc1ccco1)C(=O)COc1ccccc1)c1nnnn12	9	5	0.8	10	104	-0.8	3	-4	4
15	CCC(C)Nc1nc(OCC(F)(F)F)nc(OCC(F)(F)F)n1 (configuration not stated)	13	7	0.7	6	96	1.0	22	0	0
16	CC(=O)Nc1ccc(S(=O)(=O)N2CCN(C(=O)N3CCCC3)CC2)cc1	32	1	0.2	5	99	-2.5	15	-2	2
17	COc1ccc(N(C(=O)c2ccccc2C)S(=O)(=O)c2cccs2)cc1	-17	-14	0.4	-19	102	-0.1	-16	-16	0
18	c1ccc(N2CCN(c3ncnc4c3oc3ccccc34)CC2)cc1	-61	-4	-0.6	6	.	-1.0	-5	-7	-4
19	O=C(c1ccco1)n1nc(-c2ccccc2)nc1SCc1ccccc1	-7	10	-2.5	-1	96	-3.2	11	1	-3
20	Cn1c(=O)oc2cc(S(=O)(=O)N3CCC(C(=O)NCc4cccs4)CC3)ccc21	13	0	1.5	-13	106	-1.7	1	-4	0

More records
entry	mol	PHOSPHO1 block	HCV NS3 hel inh	VIM-2 inh	p-CIP stab down	MEKK3 PB1 HTS	IMP-1 inh	UBC9 SUMO inh	DNA FID counter	IDE act
21	O=C(Nc1cccc(OC(F)(F)F)c1)c1ccc(Br)o1	-7	-4	-0.2	12	101	-0.9	18	0	1
22	O=C1NC(=Nc2ccccc2)CS1	20	23	0.7	-32	99	-0.1	21	2	-1
23	COCCNC(=O)CSc1nnc(CCCN2C(=O)c3cccc4cccc(c34)C2=O)n1-c1ccccc1	-3	-9	-1.3	-4	98	-0.3	6	-27	0
24	COCCn1c(C)cc(/C=C2/NC(=O)N(c3ccc(Cl)cc3)C2=O)c1C	9	9	-1.4	-10	97	-1.3	-1	-3	2
25	CN1CCN(C(=O)CCCOc2cc(=O)n(C)c3ccccc23)CC1	-6	-9	18*	0	103	-2.9	6	3	-1
26	CN(C)c1ccc(C2C=C(c3ccc(Cl)cc3OC(F)F)Nc3ncnn32)cc1 (configuration not stated)	67*	.	.	-20	98	.	14	.	-22
27	C=CCc1c(C)nc(SCC(N)=O)[nH]c1=O	-7	-12	-2.5	-4	97	-2.0	15	0	0
28	Cc1nnc(SCC(=O)N2CCC(C(=O)Nc3nccs3)CC2)n1Cc1ccccc1	10	-4	-3.0	-2	106	-2.5	17	-25	-8
29	CCOc1cc(CN2CCCC(N3CCc4ccccc4C3)C2)ccc1O (configuration not stated)	34	8	1.1	-4	95	-1.0	-12	2	4
30	Nc1nnnn1/N=C/c1ccccc1OCc1ccc(Cl)cc1Cl	14	2	-1.6	3	97	-3.3	-14	-1	2

(listing goes on)
entry	mol	PHOSPHO1 block	HCV NS3 hel inh	VIM-2 inh	p-CIP stab down	MEKK3 PB1 HTS	IMP-1 inh	UBC9 SUMO inh	DNA FID counter	IDE act
31	CCOc1cc(C#N)ccc1OCC(=O)N1CCc2ccccc2C1	.	-1	-4.0	-33	102	-1.9	7	-20	2
32	Clc1ccc(SCCOCCN2CCOCC2)cc1	-12	-4	-2.4	-1	104	-0.1	7	2	3
33	CCn1c(=O)cc(SCC(=O)N2CCN(C)CC2)c2ccccc21	15	-2	3.4	8	93	-0.4	13	-3	4
34	O=C(COC(=O)c1ccc(Br)o1)NCCCc1ccccc1	9	-1	-2.9	-9	106	-1.9	19	-10	-3
35	O=C(C1CCN(S(=O)(=O)c2cccc3cccnc23)CC1)N1CCN(C2CCCC2)CC1	-21	-5	-4.4	0	100	-3.1	5	-13	-6
36	O=C(NC1CCCCC1)N1CCCC(CNS(=O)(=O)Cc2ccccc2)C1 (configuration not stated)	16	8	-2.5	-13	104	-0.8	8	-18	5
37	O=c1c(Cc2ccccc2)c(O)ccn1C1CCCCCCC1	20	-4	-3.1	-13	89	-0.3	12	-9	-3
38	C/C(=N\N1CCN(Cc2ccccc2Cl)CC1)c1ccc([N+](=O)[O-])cc1	-12	7	-1.8	-4	98	-0.9	-16	-10	0
39	Cc1ccc(C)c2[nH]c(=O)c(C(c3nnnn3Cc3ccco3)N3CCc4ccccc4C3)cc12 (configuration not stated)	34	39*	-1.1	-12	101	-1.3	31	-15	-6
40	CCCS(=O)(=O)N1CCN(c2cc3c(cc2[N+](=O)[O-])n(C)c(=O)n3C)CC1	-19	15	-2.4	8	100	-1.8	11	-10	3

(cont.)
entry	mol	PHOSPHO1 block	HCV NS3 hel inh	VIM-2 inh	p-CIP stab down	MEKK3 PB1 HTS	IMP-1 inh	UBC9 SUMO inh	DNA FID counter	IDE act
41	CSc1nnc(-c2sc3cc(C(F)(F)F)cnc3c2-c2ccccn2)n1C	32	-4	-3.0	8	104	-0.8	-3	-14	3
42	Cc1cccc(N(Cc2cc(=O)[nH]c3ccccc23)C(=O)CCl)c1	23	4	-2.4	5	101	-2.0	-13	-16	-7
43	Cc1ccc(C(=O)C2=C(O)C(=O)N(c3ncccn3)C2c2ccccc2F)o1 (configuration not stated)	-4	29	1.0	-18	102	0.5	.	-37	2
44	CN1C(=CC=C2C=C(I)C(=O)C(I)=C2)C(C)(C)c2ccccc21	-40	-5	-0.8	-44	40*[inhibitor]	0.7	6	-25	-27
45	COC(=O)Cc1nnc(Nc2cccc(C)c2)c2ccccc12	20	3	-0.7	-5	105	-2.1	13	-20	0
46	CCCCCCCCCCCCN1C/C(=C\C(=O)OCC)c2cc(C(F)(F)F)ccc2S1(=O)=O	20	25	-2.7	-12	109	-0.8	6	-19	-4
47	CCCNC(=S)N1CCC(NC(=O)c2ccc(OC)cc2)CC1	4	8	-1.6	2	106	-4.0	0	-5	6
48	O=C(Nc1ccc(S(=O)(=O)NCC2CCCO2)cc1)C1CC(=O)N(c2ccccc2)C1 (configuration not stated)	19	6	-1.0	2	101	-0.3	-3	-23	2
49	COc1ccccc1-n1cc(C(=O)N2CCCC(CO)(Cc3ccccc3C)C2)cn1 (configuration not stated)	31	7	-3.8	-3	101	-2.4	-2	-34	-1
50	CS(=O)(=O)N(CC(=O)NC1CCCCC1)c1cccc(F)c1	-1	3	-4.5	-3	105	-2.8	-21	-4	1

Exported with each value named: entries from further up.
47. CCCNC(=S)N1CCC(NC(=O)c2ccc(OC)cc2)CC1
- PHOSPHO1 block: 4
- HCV NS3 hel inh: 8
- VIM-2 inh: -1.6
- p-CIP stab down: 2
- MEKK3 PB1 HTS: 106
- IMP-1 inh: -4.0
- UBC9 SUMO inh: 0
- DNA FID counter: -5
- IDE act: 6
42. Cc1cccc(N(Cc2cc(=O)[nH]c3ccccc23)C(=O)CCl)c1
- PHOSPHO1 block: 23
- HCV NS3 hel inh: 4
- VIM-2 inh: -2.4
- p-CIP stab down: 5
- MEKK3 PB1 HTS: 101
- IMP-1 inh: -2.0
- UBC9 SUMO inh: -13
- DNA FID counter: -16
- IDE act: -7
43. Cc1ccc(C(=O)C2=C(O)C(=O)N(c3ncccn3)C2c2ccccc2F)o1 (configuration not stated)
- PHOSPHO1 block: -4
- HCV NS3 hel inh: 29
- VIM-2 inh: 1.0
- p-CIP stab down: -18
- MEKK3 PB1 HTS: 102
- IMP-1 inh: 0.5
- UBC9 SUMO inh: .
- DNA FID counter: -37
- IDE act: 2
48. O=C(Nc1ccc(S(=O)(=O)NCC2CCCO2)cc1)C1CC(=O)N(c2ccccc2)C1 (configuration not stated)
- PHOSPHO1 block: 19
- HCV NS3 hel inh: 6
- VIM-2 inh: -1.0
- p-CIP stab down: 2
- MEKK3 PB1 HTS: 101
- IMP-1 inh: -0.3
- UBC9 SUMO inh: -3
- DNA FID counter: -23
- IDE act: 2

(next part)
entry	mol	PHOSPHO1 block	HCV NS3 hel inh	VIM-2 inh	p-CIP stab down	MEKK3 PB1 HTS	IMP-1 inh	UBC9 SUMO inh	DNA FID counter	IDE act
51	COC(=O)C1CSc2[nH]c(=O)sc2C1c1ccc(O)c(OC)c1 (configuration not stated)	58	6	0.6	-10	103	-0.7	0	-3	1
52	C/C(=N/NC(=O)CSc1nc2ccccc2n1C)c1ccco1	.	5	-0.2	-3	103	-1.1	-2	-27	4
53	O=C(CN1/C(=C(/O)c2ccccc2)C(=O)c2ccccc2S1(=O)=O)c1ccccc1	13	5	-2.1	-12	119	-1.3	12	-6	6
54	OCC(O)CNC(=S)NC1CCCCC1 (configuration not stated)	-7	-8	-2.5	-2	88	-1.3	-6	3	2

Assay outcomes as filed in PubChem BioAssay.
